# Screens as filed in PubChem.
# PABP1 MLLE inh = inhibitors of microRNA-mediated deadenylation, human PABP1 MLLE binding; inhibition, % at 20 µM; hit rate 0.36% among 360,000; AID 588489; P11940; GST-MLLE / FITC-PAM2 fluorescence polarization; in the data active = inhibition above about 35%, passing the limit was not always enough;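 also: plate controls were DMSO wells with GST-MLLE for no effect and wells lacking GST-MLLE protein for full effect; some results filed as inactive read as strong as hits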
# NadD inh = inhibitors of Staphylococcus aureus NadD; purified NadD enzyme, colorimetric absorbance read-out; inhibition, % at 20 µM; hit rate 0.78% among 360,000; AID 602399; in the data active = inhibition above about 26%; also: some compounds past the cut are filed as inactive
# CSN deneddyl inh = inhibitors of human CSN-mediated cullin deneddylation; Q92905; Purified CSN, SCF-Nedd8-OG deneddylation, fluorescence polarization; inhibition, % at 12.5 µM; hit rate 0.38% among 360,000;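 active = pattern-corrected inhibition above about 35%, with an unprinted fluorescence ratio check between 0.5 and 1.5, limit read from the data, passing the limit was not always enough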;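 also: 0% = enzyme with substrate and 100% = substrate without enzyme; some results filed as inactive read as strong as hits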
#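 Material: purified human Csn5 enzyme expressed in HEK293T cells / Medium: Tris buffer pH 7.5, NaCl, DTT, Tween-20, trehalose, ovalbumin / Compound dosing: 12.5 µM single point / Schedule: 90 min incubation of compound, enzyme and substrate at room temperature / Signal: fluorescence polarization of the substrate / Control set: no-enzyme wells high, enzyme-with-substrate wells low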
# STEP inh = inhibitors of human striatal-enriched phosphatase STEP; P54829; recombinant STEP, OMFP fluorogenic substrate, fluorescence; inhibition, % at 20 µM; hit rate 0.25% among 360,000; AID 588621;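 active = inhibition at 20 µM, scaled per plate between control wells, above about 37%, limit read from the data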;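 also: 0% = DMSO with enzyme and substrate and 100% = substrate only without enzyme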
# Target sequence (P54829 whole entry, looked up): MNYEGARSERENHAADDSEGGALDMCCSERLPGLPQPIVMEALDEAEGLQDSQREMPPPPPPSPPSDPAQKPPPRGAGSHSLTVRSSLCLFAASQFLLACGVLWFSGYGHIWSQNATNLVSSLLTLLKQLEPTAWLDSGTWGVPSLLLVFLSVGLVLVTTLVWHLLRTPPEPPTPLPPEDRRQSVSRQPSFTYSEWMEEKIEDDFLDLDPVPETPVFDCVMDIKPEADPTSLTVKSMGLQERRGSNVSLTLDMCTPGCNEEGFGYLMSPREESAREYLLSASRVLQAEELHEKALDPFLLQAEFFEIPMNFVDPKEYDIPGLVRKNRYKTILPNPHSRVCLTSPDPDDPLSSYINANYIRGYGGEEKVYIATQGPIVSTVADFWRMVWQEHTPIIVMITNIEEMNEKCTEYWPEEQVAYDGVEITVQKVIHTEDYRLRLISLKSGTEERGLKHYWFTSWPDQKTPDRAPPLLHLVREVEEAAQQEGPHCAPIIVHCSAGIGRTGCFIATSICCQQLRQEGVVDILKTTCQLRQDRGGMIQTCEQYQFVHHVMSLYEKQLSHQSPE
#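 Assay system: isolated STEP enzyme / Timing: 20 min at room temperature, dark / Doses: 20 µM, 1% DMSO / Technique: fluorescence intensity, excitation 480 nm, emission 540 nm / Reagent: fluorogenic phosphatase substrate OMFP at 25 µM final / Measure: percent inhibition scaled to no-enzyme and uninhibited-enzyme controls, plate-pattern corrected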
# Tb MetRS inh = Trypanosoma brucei MetRS inhibition | purified T. brucei MetRS, ATP depletion, Kinase-Glo luminescence | inhibition, % at 11.9 µM | hit rate 0.4% among 360,000;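 active = inhibition above a per-plate cutoff of the control wells' mean inhibition plus 3 SD, cut at about 5.5% in these data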;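 also: 0% = DMSO wells median and 100% = median of wells with control inhibitor compound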
#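 Dosing: 11.9 µM compound single dose, 0.9% DMSO; Assay system: purified T. brucei MetRS enzyme; Measured by: Kinase-Glo luciferase luminescence reporting remaining unconsumed ATP; Schedule: 15 min plus 2 h at 25 °C.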
# LMPTP inh = LMPTP (human) inhibition | P24666 | recombinant LMPTP-A, OMFP fluorogenic substrate, fluorescence intensity | inhibition, % at 20 µM | hit rate 0.22% among 360,000 | AID 651560;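 active = compounds that cut the enzyme signal by at least half of the control window in the single-dose screen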;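 also: plate controls were DMSO wells with enzyme plus substrate for no effect and substrate without enzyme for full effect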
# Target sequence (P24666 whole entry, looked up): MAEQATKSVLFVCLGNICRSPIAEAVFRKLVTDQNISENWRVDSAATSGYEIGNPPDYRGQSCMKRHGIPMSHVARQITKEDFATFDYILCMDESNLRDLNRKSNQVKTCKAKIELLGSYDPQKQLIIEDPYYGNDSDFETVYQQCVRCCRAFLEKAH
#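 Buffer or medium: Bis-Tris pH 6.0, DTT, detergent; Assay system: LMPTP-A enzyme; Quantity: 0.625 nM enzyme; Detection: endpoint fluorescence intensity; Times: 50 min dark incubation at room temperature; Controls: substrate-only low control, DMSO enzyme-plus-substrate high control; Doses: single 20 µM dose; Read-out: percent inhibition versus substrate-only and uninhibited controls; Reagent: 400 µM OMFP.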
# DNMT1 block = blocks human DNA methyltransferase DNMT1 | DNMT1 molecular beacon, Hinp1I cleavage, fluorescence | AID 588458 | P26358 | inhibition (reported as % activation of signal), % at 10 µM | hit rate 0.83% among 360,000; in the data active = inhibition above about 50%
# Rpn11 inh = blocks the human proteasome subunit Rpn11 | O00487 | calls only at 20 µM | AID 588493 | human 26S proteasome, Ub4-pepOG fluorescence polarization; 20S core pre-blocked with epoxomicin | hit rate 0.59% among 360,000;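 active = inhibition at 20 µM, scaled to each plate's controls, above about 33%, limit read from the data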
# SUMO1 PPI mod = modulators of human SUMO1-mediated protein-protein interactions; inhibition, % at 20 µM; SUMO1 binding to a labelled peptide, TR-FRET, 1 h; hit rate 0.33% among 360,000; AID 602429; P63165; in the data active = inhibition above about 37%
# Target sequence (P63165 whole entry, looked up): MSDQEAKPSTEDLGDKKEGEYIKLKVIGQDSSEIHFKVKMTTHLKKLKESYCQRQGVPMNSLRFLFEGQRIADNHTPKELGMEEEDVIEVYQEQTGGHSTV
# Scp1 inh = Scp-1 (human) phosphatase inhibition. Q9GZU7. inhibition, % at 20 µM. hit rate 0.88% among 340,000. Recombinant Scp1, phosphopeptide, malachite green phosphate absorbance;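 active = inhibition above about 50% at 20 µM, limit read from the data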;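 also: plate controls were DMSO wells with enzyme for no effect and wells lacking enzyme for full effect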
# Target sequence (Q9GZU7 76-261 limits assumed): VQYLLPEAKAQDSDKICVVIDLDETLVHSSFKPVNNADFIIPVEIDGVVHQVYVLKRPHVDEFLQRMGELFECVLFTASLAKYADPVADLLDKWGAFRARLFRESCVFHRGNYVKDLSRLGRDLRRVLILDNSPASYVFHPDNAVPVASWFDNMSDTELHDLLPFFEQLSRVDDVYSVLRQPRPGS
#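 Material: truncated SCP-1 phosphatase (76-261aa) / Buffer or medium: 50 mM Tris acetate pH 5.5, 0.005% Tween-20, 10 mM MgCl2 / Compound dosing: one concentration, 20 µM, with 1.0% DMSO / Incubation: 45 min room-temperature reaction, 5 min colour, 30 min stabiliser / Detection: colorimetric free-phosphate detection, absorbance 630 nm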
# * hit, by the source's call; i = inactive; x = not tested or not shown.
PABP1 MLLE inh,NadD inh,CSN deneddyl inh,STEP inh,Tb MetRS inh,SMILES,LMPTP inh,DNMT1 block,Rpn11 inh,SUMO1 PPI mod,Scp1 inh
-2,-6,-2,0,-0.2,N#Cc1cccc(NC(=O)CNc2cccc(S(=O)(=O)N3CCCC3)c2)c1,-0.2,-1,i,-4,-5
15,-4,2,-1,-0.8,COc1ccc(CNC(=O)CSc2ccc(Br)cc2)cc1OC,-0.1,3,i,-3,-1
-4,-6,-4,1,-0.6,COc1cc2c(C(=O)N3CCN(c4ccccc4F)CC3)cn(C)c(=O)c2cc1OC,1.8,3,i,4,-13
-7,0,-7,-2,-1.2,CCOCCCNc1ccc(N2C(=O)CCCC2=O)cc1[N+](=O)[O-],-2.9,1,i,-39,4
-2,0,0,-4,51*,O=C(NCC(O)c1nc2ccccc2[nH]1)c1cc2ccccc2[nH]1 (stereo not drawn),-0.4,-3,i,-4,x
1,-7,0,-1,-0.6,COc1ccc(N(Cc2cc3ccccc3[nH]c2=O)S(C)(=O)=O)cc1,-0.1,5,i,-3,-5
-1,3,-5,-3,-1.2,C/C(=N/NC(=O)Cc1c(C)[nH][nH]c1=O)c1ccc(O)cc1,-0.8,8,i,9,12
4,2,-6,-1,-0.9,CCOC(=O)c1ccc(NC(=O)CN2C(=O)CCC2=O)cc1,0.7,4,i,3,8
-1,-5,-12,4,-0.2,Cc1nn(Cc2ccc(Cl)cc2)c2sc(C(=O)O)cc12,-0.4,1,i,-3,-4
-4,-9,-3,1,-1.5,CCN(CC)S(=O)(=O)c1ccc(C(=O)Oc2ccc3c(c2)OCO3)cc1,2.3,0,i,9,0
-6,-8,-1,2,0.1,CCC1CCCCN1CCCNC(=O)C1CCN(c2nnc(-n3cccc3)s2)CC1 (stereo not drawn),5.2,-8,i,-27,-7
-12,-2,1,2,0.2,CCOC(=O)CN(C(=O)CSc1nnc(CNc2ccc(C)cc2C)o1)c1ccccc1,-0.7,-4,i,0,-13
6,9,4,3,-0.6,O=C(O)c1ccccc1C(=O)NC1=NN(c2ccccc2)CC1,0.8,-6,i,8,-3
-2,-3,2,-2,-0.5,CC(=O)NNc1ncnc2c1cnn2-c1ccc(C)c(C)c1,0.1,4,i,2,-7
6,-1,0,1,-1.1,O=C1c2ccccc2NC(c2ccc(O)cc2)N1Cc1ccco1 (stereo not drawn),-1.6,-9,i,4,-3
6,-7,-2,-3,-0.3,O=C(Cn1c(C(F)(F)F)nc2ccccc21)c1ccc(Cl)cc1,1.5,-2,i,12,-6
-11,2,2,13,-1.1,O=C(c1sc2ccccc2c1Cl)N(Cc1ccccc1)C1CCS(=O)(=O)C1 (stereo not drawn),-0.1,0,i,-1,-12
-6,1,0,-2,0.2,O=C(Nc1nnc([C@H]2C[C@H](O)[C@@H](CO)O2)s1)c1cccc(Oc2ccccc2)c1,3.0,3,i,2,x
8,-3,2,-2,-3.1,C=C1CCC2[C@](C)(CO)[C@H](O)CC[C@@]2(C)[C@@H]1C/C=C1\C(=O)OC[C@H]1O (stereo partly drawn),0.4,5,i,5,-1
12,-8,-6,-2,-0.5,CN(Cc1ccccc1)S(=O)(=O)c1ccc(N2CCCC2=O)cc1,-0.8,2,i,-5,-9
-4,0,3,0,0.4,CCc1ccccc1NC(=O)CCC(=O)N1CCSc2ccccc21,-0.9,0,i,5,-12
2,-3,3,7,-0.1,CC(C)Cc1nnc(NS(=O)(=O)Cc2ccccc2)s1,-2.7,2,i,-2,-4
11,-9,2,-4,-0.9,CCOC(=O)C1CCN(c2cc(C)nc3ccc(OC)cc23)CC1,1.5,3,i,-3,-4
2,-5,4,2,0.3,CCOC(=O)COc1cccc2c(=O)n(CC(=O)NCCc3ccccc3)ccc12,-1.2,0,i,3,-9
6,0,7,-2,-1.2,CC(C)CC(=O)N1CC(=O)Nc2ccc(F)cc2C1c1ccccc1 (stereo not drawn),-1.3,-2,i,-2,-1
-27,-3,-1,-2,-0.5,CCCCn1c(N)c(N(CC(C)C)C(=O)c2ccc(N(C)S(=O)(=O)c3ccc(C)cc3)cc2)c(=O)[nH]c1=O,-0.6,6,i,-2,-9
-14,-4,2,-2,-0.2,O=C(CSc1nnc2scc(-c3ccc(Cl)cc3)n12)NCc1ccco1,0.2,-1,i,-4,-6
-9,-1,1,-1,-0.3,CN(C)Cc1nc2c(c(=O)[nH]1)C(C)(C)Cc1ccccc1-2,-1.1,0,i,0,-7
-6,-3,6,-3,-0.9,Cc1cc(=O)oc2c3c(cc(OCC(=O)NCc4ccccn4)c12)OC(C)(C)CC3,-0.2,2,i,2,7
-5,3,-4,-2,-1.2,O=C(Nc1cc(C(F)(F)F)ccc1N1CCOCC1)c1c(F)c(F)c(F)c(F)c1F,-1.8,15,i,3,3
-9,-2,8,4,0.9,COc1cc(/C=C2\SC(=S)N(N3CCOCC3)C2=O)ccc1O,6.2,7,i,8,2
7,1,1,1,-0.2,COc1c2ccc(C(=O)NCCCCc3ccccc3)cc2nn1C,-0.5,3,i,-4,-6
-3,-14,3,2,-0.1,O=C(Nc1cc(Cl)ccc1N1CCOCC1)c1cc2ccccc2o1,3.2,-4,i,3,-10
6,3,4,1,0.1,COc1ccc(C2=NS(=O)(=O)N(C)C(C(=O)N3CCOCC3)=C2)cc1OC,-1.0,3,i,-24,-14
-11,-1,3,-1,-0.5,COCCn1c(C)c(C)c2c(NCCc3ccccc3)ncnc21,-0.9,0,i,5,-7
6,-5,-3,0,-1.6,COc1cccc(NC(=O)CNC(=O)c2ccc(OC)c(OC)c2)c1,-1.2,13,i,0,7
1,-1,2,0,-0.4,O=C(Nc1ccccc1C(=O)N1CCOCC1)c1cc2ccccc2o1,-0.2,-3,i,2,-1
9,0,-4,2,0.4,CC1(C)CC(=O)CC(=Nc2ccc3[nH]c(=O)[nH]c3c2)C1,-1.3,0,i,1,-1
-6,-4,-2,-1,-1.3,O=C(CCc1ccccc1)N=C1SC2CS(=O)(=O)CC2N1Cc1ccccc1 (stereo not drawn),1.2,1,i,7,3
-8,-3,1,1,0.6,CCn1cc(/C=C(\NC(=O)c2ccc(OC)cc2)C(=O)N2CCN(C)CC2)c2ccccc21,0.6,-2,i,0,-5
18,-2,6,0,-0.3,O=C(Cn1cc(SCc2ccc(F)cc2)c2ccccc21)N1CCOCC1,-0.5,-13,i,1,-12
17,0,-2,4,2.0,CC(C)CC(=O)NC(=S)Nc1ccc(N2CCN(C(=O)c3cccs3)CC2)cc1,0.4,-2,i,8,-7
-11,-6,0,2,0.5,CCOC(=O)C1=NOC2C3CC(C12)C1C(=O)N(CCc2ccc(OC)c(OC)c2)C(=O)C31 (stereo not drawn),-1.1,13,i,21,34
41*,-3,-9,2,-1.0,O=C(O)c1ccccc1N=Nc1ccc(O)cc1,0.0,-2,i,-13,-14
-4,3,0,-2,-0.1,COc1ccc(C(=O)Nc2ccc(NC(=O)c3ccccc3)cc2)cc1S(=O)(=O)N1CCOCC1,-0.1,-4,i,2,-3
14,-6,-1,-1,-0.4,CN(C)S(=O)(=O)c1ccc(Cl)c(NC(=O)C2CCN(S(=O)(=O)c3cccs3)CC2)c1,0.5,2,i,-1,-10
9,1,1,2,-0.5,CCc1cc(C(=O)N2CCCC(C(=O)c3cccc(OC(C)C)c3)C2)n(C)n1 (stereo not drawn),-0.4,-2,i,4,-1
8,2,-2,2,-1.1,O=C(c1ccc(-c2ccccc2)cc1)C1CCCN(C(=O)c2ccncc2)C1 (stereo not drawn),1.0,2,i,-2,11
-11,3,0,-1,-0.1,Cn1c(=O)c(N=O)c(N)n(Cc2ccccc2)c1=S,0.1,-4,i,-19,-7
-18,11,2,-2,0.0,Cc1ccc(-c2nnn(CC(=O)N(Cc3ccccc3F)C(C(=O)NC3CCCC3)c3ccncc3)n2)o1 (stereo not drawn),-0.6,-7,i,1,-4

# Further results follow:
PABP1 MLLE inh,NadD inh,CSN deneddyl inh,STEP inh,Tb MetRS inh,SMILES,LMPTP inh,DNMT1 block,Rpn11 inh,SUMO1 PPI mod,Scp1 inh
190,11,-54,-10,0.0,c1ccc2[nH]c3cc4ncnc4cc3nc2c1,1.1,3,i,-13,-1
-7,-5,3,2,-0.6,Cc1ccsc1/C=N/N=C/c1sccc1C,2.3,56*,i,-10,-2
-1,6,-1,3,-0.3,CC(C)OP(=O)(c1ccc(N(C)C)cc1)C(O)c1c(Cl)cccc1Cl (stereo not drawn),-2.0,-1,i,5,-3
-8,-4,2,-2,-0.5,O=C(NCCc1ccccn1)C(F)(F)C(F)(F)C(F)(F)C(F)(F)C(F)(F)C(F)F,-1.5,-1,i,-1,-4
-52,-4,2,-3,-0.6,COC(=O)CC1C(=O)NCCN1C(=O)CSc1nc2ccccc2c(=O)n1CC(C)C (stereo not drawn),-0.7,1,i,4,-10
-2,-3,0,-2,-0.2,O=C(NCc1ccccc1)C1=C[C@@H](C2CC2)C[C@@H](OCCCCO)O1,-1.4,7,i,5,2
15,1,0,5,1.0,COc1cccc(C2=CC(c3ccccc3)n3nnnc3N2)c1 (stereo not drawn),-3.0,-3,i,-4,-8
7,-10,2,0,0.7,Cc1cccc(CNC(=O)c2ccccc2NC(=O)C2=CSCCO2)c1,1.2,-1,i,0,-6
0,-1,1,-4,-0.2,Cc1ccc(NC(=O)NC(=O)CSc2nnnn2C)c(C)c1,-1.0,-2,i,1,-2
-34,3,5,1,0.1,CCC1CN2CCc3cc(OC)c(OC)cc3C2CC1CC1c2cc(OC)c(OC)cc2CCN1C(=O)C(Cc1c[nH]c2ccccc12)NC(=O)OC(C)(C)C (stereo not drawn),1.6,-12,i,-6,-2

# Looked up by compound from the entries so far, two records:
PABP1 MLLE inh,NadD inh,CSN deneddyl inh,STEP inh,Tb MetRS inh,SMILES,LMPTP inh,DNMT1 block,Rpn11 inh,SUMO1 PPI mod,Scp1 inh
-2,-3,0,-2,-0.2,O=C(NCc1ccccc1)C1=C[C@@H](C2CC2)C[C@@H](OCCCCO)O1,-1.4,7,i,5,2
-34,3,5,1,0.1,CCC1CN2CCc3cc(OC)c(OC)cc3C2CC1CC1c2cc(OC)c(OC)cc2CCN1C(=O)C(Cc1c[nH]c2ccccc12)NC(=O)OC(C)(C)C (stereo not drawn),1.6,-12,i,-6,-2
